# OXTR potentiator – potentiates the human oxytocin receptor response; CHO-OTR cells, Fluo-8 calcium fluorescence, potentiator mode; 0% = oxytocin EC15, 100% = EC100; activation, % at 3 µM; 320,000 compounds, 0.061% hits;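 active = activation above that plate's cutoff, the mean activation of tested compounds plus 3 SD, cut at about 6.6% in these data, passing the limit was not always enough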;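 note: 100% uses oxytocin at 75 nM as the full agonist control; some results filed as inactive read as strong as hits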
# Target sequence (P30559 whole entry, looked up): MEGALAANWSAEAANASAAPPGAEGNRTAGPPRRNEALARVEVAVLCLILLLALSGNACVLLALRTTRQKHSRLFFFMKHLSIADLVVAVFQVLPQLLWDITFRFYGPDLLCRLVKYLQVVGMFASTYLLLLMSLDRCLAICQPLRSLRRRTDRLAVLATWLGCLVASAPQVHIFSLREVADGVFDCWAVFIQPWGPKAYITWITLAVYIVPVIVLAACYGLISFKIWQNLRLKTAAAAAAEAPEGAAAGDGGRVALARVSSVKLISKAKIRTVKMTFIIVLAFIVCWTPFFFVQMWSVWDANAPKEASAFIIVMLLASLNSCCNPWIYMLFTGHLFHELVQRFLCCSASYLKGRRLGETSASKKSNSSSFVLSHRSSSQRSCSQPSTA
#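 Assay system: CHO cell line stably expressing human OTR | Also added: Oxytocin at about EC15, sub-maximal agonist stimulus | Times: Compound 6 min at room temperature before oxytocin, 100 s read | Measured by: Fluo-8 intracellular calcium fluorescence, ex 470-495, em 515-575 nm | Controls: EC15 oxytocin alone as 0%, 75 nM oxytocin as 100%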
# CHO parental Ca – signal in parental CHO cells, OX1R antagonist counter-screen | parental CHO-K1, ATP-induced calcium, Fluo-8 fluorescence | inhibition, % at 5.6 µM | 330,000 compounds, 0.63% hits | AID 463079;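 active = inhibition above that plate's mean sample inhibition plus 3 SD, cut at about 26% in these data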;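 note: 0% = ATP-challenged DMSO wells and 100% = DMSO wells without ATP; some compounds past the cut are filed as inactive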
#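 Test system: parental CHO cells; detection: calcium-sensitive Fluo-8 fluorescence; evaluation: percent inhibition of calcium signal; also added: ATP as calcium-mobilizing challenge; repeats: one well per compound; control set: ATP-challenged DMSO wells low, unchallenged DMSO wells high; compound: single nominal dose of 5.6 µM per compound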
# CHO-K1 Ca antag – M1 antagonist counterscreen hit in parental CHO-K1 cells; ATP-induced calcium, Fluo-8 fluorescence; inhibition, % at 3 µM; 360,000 compounds, 0.6% hits; AID 602250;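 active = inhibition above a per-plate cutoff, the plate's mean sample inhibition plus 3 SD, cut at about 24% in these data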;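 note: 0% = DMSO plus EC80 ATP and 100% = DMSO alone without ATP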
# CHO-K1 Ca ag – M1 agonist counterscreen hit in parental CHO-K1 cells. Fluo-8 calcium fluorescence; scaled to maximal ATP response, vehicle zero. activation, % at 3 µM. 360,000 compounds, 0.48% hits; in the data active = activation above about 15%;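 note: untransfected CHO-K1 host cells lacking M1 receptor as counterscreen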
# CHRM4 agonist – CHRM4 agonism in calcium assay; P08173; CHO-K1 hM4/Gqi5, Fluo-8 calcium fluorescence; vehicle 0%, full acetylcholine response 100%; activation, % at 3 µM; 360,000 compounds, 0.14% hits; AID 624127;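 active = activation above the run mean over all test wells plus 3 SD, cut at about 32% in these data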;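 note: peak over basal fluorescence ratio per well then scaled between controls; 0% = DMSO wells and 100% = acetylcholine at EC100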
# CHRM1 PAM – positive allosteric modulators of human M1 muscarinic receptor; CHO-K1 hM1, Fluo-8 calcium fluorescence, ACh EC20; 0% = ACh EC20, 100% = maximal ACh; activation, % at 3 µM; AID 588819; P11229; 360,000 compounds, 0.088% hits; in the data active = activation above about 19%, passing the limit was not always enough
# CHRM4 antagonist – CHRM4 antagonism in calcium assay. 360,000 compounds, 0.73% hits. CHO-hM4 cells, ACh EC80, Fluo-8 calcium fluorescence. inhibition, % at 3 µM. P08173;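 active = inhibition above its plate's cutoff, the mean inhibition of sample wells plus 3 SD, cut at about 27% in these data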;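 note: 0% = acetylcholine EC80 with DMSO and 100% = DMSO without agonist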
# CHRM1 agonist – activates human CHRM1 receptor; 360,000 compounds, 0.33% hits; AID 588814; CHO-K1 hM1, Fluo-8 calcium fluorescence, agonist mode; 0% DMSO, 100% acetylcholine EC100; activation, % at 3 µM; P11229;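 active = activation above the run's mean compound activation plus 3 SD, cut at about 16% in these data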;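 note: peak over basal fluorescence ratio within a 140 s kinetic read after compound addition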
# M1 antag – antagonists of human M1 muscarinic receptor; CHO-K1 hM1, Fluo-8 calcium fluorescence, ACh EC80 antagonist; 360,000 compounds, 1.3% hits; AID 588852; inhibition, % at 3 µM; P11229;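 active = percent inhibition above its own plate's cutoff, namely the mean of that plate's compound wells plus 3 SD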;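 note: peak over basal fluorescence ratio during 140 s after agonist addition; 0% = ACh EC80 plus DMSO and 100% = DMSO alone without agonist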
# * = called active by the depositor; · = no result given. Rows were taken by chance. About 2.9% of those tested had a hit in this group.
SMILES | CHRM4 agonist | OXTR potentiator | CHRM4 antagonist | M1 antag | CHO parental Ca | CHRM1 agonist | CHO-K1 Ca antag | CHO-K1 Ca ag | CHRM1 PAM
COC(=O)c1ccc(COc2ccc(/C=N/NC(N)=S)cc2)o1 | 3 | -2 | 12 | 6 | -9 | 6 | 10 | 14 | 0
O=C(CNC(=O)c1cccc(F)c1)OCC(=O)N1CCN(C(=O)c2ccco2)CC1 | 1 | -1 | -6 | -24 | 5 | 3 | -6 | 1.6 | 11
Cc1cccnc1NC(=O)c1c(O)c2cccc3c2n(c1=O)CCC3 | 2 | -12 | -11 | 0 | 1 | 0 | 5 | 0.2 | 2
CC(C)(C)CN1CCN(Cc2c[nH]c3ccccc23)CC1CCO (stereo not given) | 3 | · | -8 | -12 | · | -6 | -3 | 1.0 | 6
COc1cc(-n2c(=O)c3ccccc3n(CC(=O)OCc3ccccc3)c2=O)cc(OC)c1OC | 1 | 5 | 3 | -11 | -2 | -2 | -17 | 0.8 | 10
COc1ccc(OC)c(NC(=O)Nc2ccc(O)c3ccccc23)c1 | 3 | -6 | 11 | 0 | -12 | -4 | -8 | 1.7 | 6
CC(=O)c1ccc(OCCCC(=O)N2CCN(S(=O)(=O)c3ccc(C)cc3C)CC2)cc1 | 12 | -6 | -8 | -8 | -7 | -1 | -13 | 7.8 | -3
C=Cn1cc[n+](CC(=O)c2ccc(Br)cc2)c1 | 2 | -12 | 3 | -25 | 9 | -10 | -8 | -0.3 | 8
CCOC(=O)C1CCCN(S(=O)(=O)c2c(C(=O)N3CCCCC3)c(C)n(C)c2C)C1 (stereo not given) | -1 | -1 | 3 | 0 | -18 | 2 | -15 | 0.0 | -3
O=C(NCCN1CCOCC1)c1cc(-c2cccs2)on1 | 0 | -3 | 9 | 0 | -10 | -7 | -10 | 1.1 | 2

# Pulled by structure from the list above (3):
SMILES | CHRM4 agonist | OXTR potentiator | CHRM4 antagonist | M1 antag | CHO parental Ca | CHRM1 agonist | CHO-K1 Ca antag | CHO-K1 Ca ag | CHRM1 PAM
COc1cc(-n2c(=O)c3ccccc3n(CC(=O)OCc3ccccc3)c2=O)cc(OC)c1OC | 1 | 5 | 3 | -11 | -2 | -2 | -17 | 0.8 | 10
COC(=O)c1ccc(COc2ccc(/C=N/NC(N)=S)cc2)o1 | 3 | -2 | 12 | 6 | -9 | 6 | 10 | 14 | 0
O=C(NCCN1CCOCC1)c1cc(-c2cccs2)on1 | 0 | -3 | 9 | 0 | -10 | -7 | -10 | 1.1 | 2

# Single entries from above.
# Under CHRM1 agonist, COc1cc(-n2c(=O)c3ccccc3n(CC(=O)OCc3ccccc3)c2=O)cc(OC)c1OC has -2
# Under CHRM1 PAM, Cc1cccnc1NC(=O)c1c(O)c2cccc3c2n(c1=O)CCC3 has 2
# Under CHRM4 agonist, CC(=O)c1ccc(OCCCC(=O)N2CCN(S(=O)(=O)c3ccc(C)cc3C)CC2)cc1 has 12
# Under M1 antag, O=C(CNC(=O)c1cccc(F)c1)OCC(=O)N1CCN(C(=O)c2ccco2)CC1 has -24
# Under CHRM1 PAM, CC(C)(C)CN1CCN(Cc2c[nH]c3ccccc23)CC1CCO (stereo not given) has 6
# Under CHO-K1 Ca ag, COc1ccc(OC)c(NC(=O)Nc2ccc(O)c3ccccc23)c1 has 1.7
# Under M1 antag, COC(=O)c1ccc(COc2ccc(/C=N/NC(N)=S)cc2)o1 has 6

# (listing goes on)
SMILES | CHRM4 agonist | OXTR potentiator | CHRM4 antagonist | M1 antag | CHO parental Ca | CHRM1 agonist | CHO-K1 Ca antag | CHO-K1 Ca ag | CHRM1 PAM
COc1ccc(OC)c(NC(=O)C(CC(C)C)NC(=O)C2CCCCC2)c1 (stereo not given) | 0 | -2 | 1 | 0 | -20 | -4 | -3 | 0.0 | 4
N=c1c2c(ncn1CCCO)Oc1cc(O)ccc1C2c1ccccc1 (stereo not given) | 5 | -3 | 5 | -6 | -1 | -3 | 0 | 14 | 5
CC(C)N(C(=O)[C@H]1C[C@H](CC(=O)NC(C)(C)C)C(=O)N2CCc3c([nH]c4cc(CCC(=O)N(C)C)ccc34)[C@]12C)C(C)C | 0 | · | 1 | -5 | -11 | -5 | -21 | 0.5 | 0
O=C(Cn1c(C(F)(F)F)nc2ccccc21)N=Nc1c(O)[nH]c2ccc(Br)cc12 | 1 | -9 | 1 | -1 | -15 | -4 | 0 | 0.4 | 4
O=C(CCC(=O)N1CCOc2ccccc21)NCc1ccccn1 | 2 | 0 | 3 | 0 | 14 | -3 | -3 | 0.3 | 4
COc1ccc(NC(=O)C2CCCCN2S(=O)(=O)c2ccccc2)cc1S(=O)(=O)N1CCOCC1 (stereo not given) | 16 | · | 10 | 13 | · | -3 | -10 | 8.2 | -8
C[C@@]12C(=O)N(CC3CCCO3)CC(=O)N1[C@H]1c3cc(Cl)ccc3OC[C@@H]1[C@@H]2c1ccccc1 (stereo not given in full) | 3 | -4 | -1 | -15 | -22 | 2 | -15 | 0.5 | 5
Cc1ccc(CNc2ncnc3c2cnn3C2CCCCO2)cc1 (stereo not given) | 1 | · | -5 | -15 | · | 1 | -9 | 0.7 | 9
O=C(NCCCCNCCCNC(=O)c1ccccc1)c1ccccc1 | 1 | -2 | -37 | -2 | -10 | -5 | -11 | -0.1 | 2
CCOC(=O)CNC(=O)CSc1nnc(SCC(=O)NCC(=O)OCC)s1 | 0 | -3 | -7 | 6 | -4 | -5 | -18 | 0.8 | 7

# Structures shown so far that have a furan ring, fused or not, in the order listed:
SMILES | CHRM4 agonist | OXTR potentiator | CHRM4 antagonist | M1 antag | CHO parental Ca | CHRM1 agonist | CHO-K1 Ca antag | CHO-K1 Ca ag | CHRM1 PAM
COC(=O)c1ccc(COc2ccc(/C=N/NC(N)=S)cc2)o1 | 3 | -2 | 12 | 6 | -9 | 6 | 10 | 14 | 0
O=C(CNC(=O)c1cccc(F)c1)OCC(=O)N1CCN(C(=O)c2ccco2)CC1 | 1 | -1 | -6 | -24 | 5 | 3 | -6 | 1.6 | 11

# More structures:
SMILES | CHRM4 agonist | OXTR potentiator | CHRM4 antagonist | M1 antag | CHO parental Ca | CHRM1 agonist | CHO-K1 Ca antag | CHO-K1 Ca ag | CHRM1 PAM
O=C(CCN1C(=O)c2ccccc2C1=O)Nc1nc2ccccc2s1 | 4 | -11 | -2 | -1 | -7 | -2 | -10 | 2.2 | 7
Cc1ccc(Nc2c([N+](=O)[O-])c(=O)n(C)c3ccccc23)cc1 | 1 | 4 | 13 | 2 | -7 | -9 | 4 | 0.3 | 3
CC1CCc2sc(C(=O)NCc3ccc(F)cc3)cc2C1 (stereo not given) | -2 | -3 | 11 | 1 | 2 | -4 | 3 | 2.1 | -7
C=CCN(c1ccccc1)S(=O)(=O)c1cccc(C(=O)NC2CCN(Cc3ccccc3)CC2)c1 | 6 | -7 | 14 | 9 | -22 | -6 | -6 | 1.0 | -10
CC(C)(C)OC(=O)N1CCC(CC2CC(c3ccncc3)=NO2)(C(=O)O)CC1 (stereo not given) | 2 | -6 | -4 | 12 | -8 | -3 | -12 | 0.9 | -2
